# Epigenetic derep = Quantitative High-Throughput Screen for Regulators of Epigenetic Control | murine LDR cells, GFP reporter derepression, 30 h | Potency, µM (top dose mostly 53.9 µM), inactives show top-dose GFP activation, usual class: activators | hit rate 0.2% among 280,000 | AID 1865, 2009; also: potency is read from the fitted curve at half-maximal effect; % of control where 0% means no effect; nearly all actives have a fitted effect of over 60% in size
#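 Reporter derepression read as number of fluorescent GFP-positive objects, 20-120 um in size, counted by laser-scanning cytometer. Mouse LDR line with an epigenetically silenced CMV-GFP locus; compound incubation 30 h, 37 C.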
# Tau fibril FP = qHTS for Inhibitors of Tau Fibril Formation, Fluorescence Polarization; Microtubule-associated protein tau (Homo sapiens), P10636; K18 P301L tau heparin fibrillization, Alexa594 FP, 6 h; Potency, µM (doses to about 57.7 µM), for the others: top-dose activity, negative = inhibition, most hits filed as inhibitors; hit rate 0.39% among 280,000; also: potency is read from the fitted curve at half-maximal effect; % is scaled to controls: 0 for no effect and ±100 for the full control effect; nearly all actives have a fitted effect of over 55% in size
# Target sequence (P10636 561-689 P618L limits assumed): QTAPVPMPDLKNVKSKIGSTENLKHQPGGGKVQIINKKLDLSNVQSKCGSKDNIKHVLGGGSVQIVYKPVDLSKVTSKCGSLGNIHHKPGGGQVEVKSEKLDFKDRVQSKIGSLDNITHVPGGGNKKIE
#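 Read-out: fluorescence polarization of Alexa 594-labeled tau (0.24 uM), 555 nm excitation, 632 nm emission. Mixtures held 15 uM unlabeled K18 P301L, compound and 20 uM heparin, pH 7 acetate buffer, incubated 6 hr at 37 C.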
# TR SRC2 fluor cs = Total Fluorescence Counterscreen for Inhibitors of the Interaction of Thyroid Hormone Receptor and Steroid Receptor Coregulator 2 | TRb/SRC2 Texas Red total fluorescence interference | Potency, µM (highest dose often 106 µM), for the others: at the top dose fluorescence change, negative = quenching | hit rate 0.29% among 280,000; active = well fitted curve in either direction with a large enough effect; inconclusive = small, poorly fitted or top-dose-only effect; also: potency is read from the fitted curve at half-maximal effect; % is scaled to controls: 0 for no effect and ±100 for the full control effect
#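 Human TRβ ligand-binding domain (0.6 uM) and Texas Red SRC2 peptide (20 nM) in Tris buffer with 1 uM T3 and 5% DMSO were incubated with pinned compound for 5 hr at ambient temperature. Total fluorescence was computed as S + 2P (555/632 nm).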
# TRb SRC2 PPI = qHTS for Inhibitors of the Interaction of Thyroid Hormone Receptor and Steroid Receptor Coregulator 2; hit rate 0.065% among 280,000; TRbeta-SRC2 peptide binding, fluorescence polarization; receptor liganded with 1 µM T3; Thyroid hormone receptor beta (Homo sapiens), P10828; Potency, µM (highest dose often 106 µM), for the others: top-dose activity change, negative = inhibition, actives largely listed as inhibitors;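 also: potency is read from the fitted curve at half-maximal effect; plate controls were bound peptide for no effect and peptide without receptor for full effect; nearly all actives have a fitted effect of over 50% in size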
# Target sequence (P10828 whole entry, looked up): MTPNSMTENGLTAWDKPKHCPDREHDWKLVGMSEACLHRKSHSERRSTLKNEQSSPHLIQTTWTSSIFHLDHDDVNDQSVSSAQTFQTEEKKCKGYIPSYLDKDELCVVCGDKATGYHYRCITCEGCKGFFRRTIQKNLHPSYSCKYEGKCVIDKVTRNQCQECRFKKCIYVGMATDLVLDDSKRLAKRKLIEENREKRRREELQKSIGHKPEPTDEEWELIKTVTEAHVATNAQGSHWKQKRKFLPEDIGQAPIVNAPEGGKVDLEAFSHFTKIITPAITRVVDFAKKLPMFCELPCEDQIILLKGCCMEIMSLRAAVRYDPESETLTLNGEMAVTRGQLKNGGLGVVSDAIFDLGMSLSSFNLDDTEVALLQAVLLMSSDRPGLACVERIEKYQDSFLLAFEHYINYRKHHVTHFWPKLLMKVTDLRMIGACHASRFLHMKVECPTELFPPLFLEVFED
#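 Polarization signal, normalized between peptide-alone and full complex controls, measured compound effects on T3-liganded human TRb LBD (0.6 uM) binding 20 nM Texas Red SRC2 peptide after 5 hr.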
# NPSR antag = qHTS Assay for Antagonists of the Neuropeptide S Receptor: cAMP Signal Transduction | CHO-NPSR cells, cAMP TR-FRET, antagonist mode | AID 1461, 2008 | hit rate 1% among 220,000 | Potency, µM (titrated, usually from 38.3 µM), inactives show at the top dose activity change, negative = inhibition, hits mostly inhibitors | Q6W5P4; also: potency is read from the fitted curve at half-maximal effect; % is scaled to controls: 0 for no effect and ±100 for the full control effect; nearly all actives have a fitted effect of over 50% in size; many of its hits are not listed in these tables
# Target sequence (Q6W5P4 whole entry, looked up): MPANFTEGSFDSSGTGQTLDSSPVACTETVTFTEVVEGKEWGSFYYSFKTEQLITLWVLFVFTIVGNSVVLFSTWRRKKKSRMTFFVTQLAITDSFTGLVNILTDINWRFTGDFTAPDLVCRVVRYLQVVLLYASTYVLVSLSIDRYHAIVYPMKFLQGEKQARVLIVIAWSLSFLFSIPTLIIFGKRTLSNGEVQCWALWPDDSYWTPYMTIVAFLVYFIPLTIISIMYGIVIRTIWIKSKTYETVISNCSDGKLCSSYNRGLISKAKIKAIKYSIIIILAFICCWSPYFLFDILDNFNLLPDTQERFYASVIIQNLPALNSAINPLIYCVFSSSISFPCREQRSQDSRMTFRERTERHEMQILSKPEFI
# Tau fluor counter = Counterscreen qHTS for Inhibitors of Tau Fibril Formation, Fluorescence Polarization. tau K18 P301L Alexa594 fluorescence, heparin fibrillization. Potency, µM (doses to about 57.7 µM), inactives show at the highest dose activity change, negative = decrease. hit rate 0.93% among 280,000; also: potency is read from the fitted curve at half-maximal effect; % is scaled to controls: 0 for no effect and ±100 for the full control effect; nearly all actives have a fitted effect of over 55% in size
#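 Human tau K18 P301L (15 uM unlabeled, 0.24 uM Alexa 594-labeled) in 100 mM sodium acetate pH 7 with 20 uM heparin, 6 hr at 37 C. ThT 30 uM added, 1 hr ambient; Alexa 594 FP and total fluorescence read at 555/632 nm.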
# CBFb RUNX1 block = qHTS Assay for Compounds Blocking the Interaction Between CBF-beta and RUNX1 for the Treatment of Acute Myeloid Leukemia; AlphaScreen CBFb-His/RUNX1-biotin binding, biochemical; Potency, µM (highest dose often 59.8 µM), for the others: at the highest dose activity, negative = inhibition, actives largely listed as inhibitors; 230,000 tested, under 10 active; AID 1477, 2009; also: % of control where 0% means no effect
#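 Interaction loss through any mechanism counts as activity. Pre-formed complex of His-CBF-beta and biotin-RUNX1 (30 nM apiece) is incubated with compound 15 min, then with 50 ng nickel and 50 ng streptavidin beads for 90 min before AlphaScreen detection.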
# aGal spleen mod = qHTS Assay for Inhibitors and Activators of Human alpha-Galactosidase From Spleen Homogenate. human spleen homogenate, 4MU-alpha-Gal fluorescence, 40 min. hit rate 0.008% among 240,000. Potency, µM (series often up to 80 µM), without a hit: at the top dose activity change, negative = inhibition, usual class: inhibitors. Alpha-galactosidase A (Homo sapiens), P06280;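 also: potency is read from the fitted curve at half-maximal effect; 0% = enzyme with vehicle and -100% = no enzyme basal signal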
#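 Human spleen homogenate (1 ug) as enzyme source, 4-methylumbelliferyl-alpha-D-galactopyranoside 1 mM final, citrate/phosphate pH 5.0 with 0.01% Tween-20. Compounds 40 min at 37C, NaOH/glycine stop; fluorescence Ex 365/Em 440, Hill-fit AC50.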
# Active calls of the source: *; ? = inconclusive; nt = no result given; [ ] = another dose, or the depositor's remark. Unless noted, calls follow the shape of the dose curve; as a rule, active = well fitted curve in the direction sought with a large enough effect; inconclusive = small, poorly fitted or top-dose-only effect, or another doubt; inactive = no such curve, though single readings can be large; an effect the other way counts as inactive or inconclusive. Not all compounds are listed. The share of hits here may be higher or lower than overall.
SMILES,Epigenetic derep,Tau fibril FP,TR SRC2 fluor cs,TRb SRC2 PPI,NPSR antag,Tau fluor counter,CBFb RUNX1 block,aGal spleen mod
Cc1cccc(NC(=O)c2cc3c(n(-c4ccccc4)c2=O)CCCC3=O)n1,-1.0%,4%,2%,-2%,-2%[46.1 µM],1%,5%,8%
O=C(CSc1ccccc1)NCc1ccc2c(c1)CCN2C(=O)c1ccc(Cl)cc1,1.7%,5%,?,-26%,nt,14%,nt,nt
COc1ccc(C)cc1NC(=O)N1CCC(CO)(CC2CCCCO2)CC1 (stereo not given),0.0%,-6%,1%,1%,0%,6%,1%,1%
CCCOc1c(OC)cccc1C1CC(=O)Nc2cc3c(cc21)OCCO3 (stereo not given),1.1%,5%,-2%,-5%,-7%[46.1 µM],-8%,-6%,-1%
CC(Sc1ccccc1)C(=O)N(CCC#N)Cc1cccnc1 (stereo not given),0.0%,8%,-1%,3%,13%,-9%,0%,-2%
COC(=O)c1sccc1-c1ccc(C(N)=O)o1,1.9%,-2%,-1%,1%,13%,-4%,4%,3%
COc1cc(/C=C(\C#N)c2nc3ccccc3n2C)cc(OC)c1O,0.0%,3%,-2%,-1%,-19%,-10%,0%,-7%
Cc1nn(C)c2c1c(-c1ccccc1)cc(=O)n2CC(=O)NC(C)c1ccccc1 (stereo not given),0.0%,-3%,-1%,-2%,nt,-10%,nt,nt
Cc1cccc(CCNC(=O)CCc2c(C)nc3c4c(C)cc(C)nc4nn3c2C)c1,0.9%,-2%,0%,-3%,nt,-3%,nt,nt
CC(Oc1ccccc1F)C(=O)NCCN1CCCCC1 (stereo not given),-1.1%,-2%,1%,-1%,2%[46.1 µM],2%,2%,6%
c1ccc(C(c2ccccc2)N2CCN(c3ccc4ccccc4n3)CC2)cc1,-0.7%,-5%,-3%,6%,-5%[46.1 µM],-8%,9%,-10%
COc1cc2nc(-c3ccc(Br)o3)oc(=O)c2cc1OC,-2.9%,-6%,5%,8%,-15%[46.1 µM],-17%,3%,0%
CCn1cc(/C=N/NS(=O)(=O)c2ccc(OC)cc2)c(C)n1,0.2%,-1%,0%,-17%,-4%[46.1 µM],0%,5%,-6%
Cc1ccc2c(CN3CCN(CCO)CC3)cc(=O)oc2c1,0.8%,-4%,0%,-10%,1%[7.67 µM],-6%,-3%,7%
O=C(CCc1nc(-c2cccs2)no1)Nc1cccc([N+](=O)[O-])c1,-2.4%,-5%,5%,-4%,nt,?,nt,nt
O=C(Nc1nccs1)c1ccc(COc2ccccc2Cl)o1,-0.1%,?,0%,-13%,-30%,?,?,-2%
O=C1C=CCCC1,nt,nt,1%,-3%,nt,nt,7%[21.7 µM],6%
Cc1ccc(S(=O)(=O)c2nnn3c2nc(NCc2ccc4c(c2)OCO4)c2sccc23)cc1,?,?,0%,0%,nt,-13%,nt,nt
c1ccc2c(CSCc3nc4ccccc4[nH]3)cccc2c1,-1.1%,7%,-1%,-8%,-7%[46.1 µM],-14%,1%,-4%
N#Cc1ccccc1/C=C/C(=O)N1CCOCC1,1.0%,-2%,-1%,-2%,-8%,-1%,4%,1%
COc1cccc(C2N(c3ccccc3)CCN2c2ccccc2)c1OC,1.1%,9%,-4%,-3%,-25%,-13%,-3%,3%
Cc1cccc(-n2c(C)n[nH]c2=S)c1,-0.9%,6%,2%,-12%,8%[46.1 µM],-3%,6%,-21%
CCOc1ccc(NC(=O)NC(=O)N(C(C)C)S(C)(=O)=O)cc1,-2.2%,3%,-2%,2%,4%,-24%,0%,-2%
CCN(CC)c1ccc(NC(=O)c2cc(S(=O)(=O)N3CCc4ccccc43)cn2C)c(C)c1,0.0%,-2%,0%,-5%,nt,-16%,nt,nt

# As entered above.
# O=C(Nc1nccs1)c1ccc(COc2ccccc2Cl)o1 – TR SRC2 fluor cs: 0%
# O=C1C=CCCC1 – aGal spleen mod: 6%
# CCn1cc(/C=N/NS(=O)(=O)c2ccc(OC)cc2)c(C)n1 – CBFb RUNX1 block: 5%

# (continued)
SMILES,Epigenetic derep,Tau fibril FP,TR SRC2 fluor cs,TRb SRC2 PPI,NPSR antag,Tau fluor counter,CBFb RUNX1 block,aGal spleen mod
COc1ccc(OC)c(S(=O)(=O)Nc2cnc3ccccc3c2)c1,-1.0%,0%,4%,5%,-11%[46.1 µM],-3%,8%,-7%
C/C(Cl)=C\Cn1c(NCCCn2ccnc2)nc2c1c(=O)n(C)c(=O)n2C,-1.1%,0%,-2%,-1%,-8%[46.1 µM],1%,0%,-2%
O=C(O)/C=C\C(=O)Nc1ccccc1C(=O)N1CCN(c2ccc(Cl)cc2)CC1,-1.0%,-3%,-1%,8%,2%[46.1 µM],-10%,2%,4%
CCc1ccc(NC(=S)N2CCN(c3cccc(OC)c3)CC2)cc1,-1.1%,7%,2%,0%,14%,-12%,1%,5%
O=C(NC(=O)N1CCCC1)c1csnn1,0.0%,-3%,-2%,1%,6%,12%,5%,11%
CC1(C)Cc2ccccc2C(NN=C2CCCC2)=N1,3.5%,0%,0%,4%,3%,6%,-4%,-11%
Cc1ccc(S(=O)(=O)CC(O)CN2CCCC2=O)cc1 (stereo not given),0.8%,-12%,-5%,2%,11%[46.1 µM],-2%,-2%,11%
CCc1nnc(NC(=O)c2ccc(S(=O)(=O)N(CCOC)CCOC)cc2)o1,-1.0%,-1%,-1%,-7%,-6%[46.1 µM],-4%,-11%,-3%
COC(=O)CCCNC(=O)OCc1ccc([N+](=O)[O-])cc1,0.0%,-4%,-5%,-5%,-4%[46.1 µM],-1%,9%,-6%
Cn1c(=O)[nH]c2cc3ccccc3cc21,0.0%,-3%,-1%,-10%,-2%[46.1 µM],-10%,3%,-3%
COc1ccccc1NC(=O)COc1ccc(/C=N/n2cnnc2)cc1OC,-10%,7%,0%,-10%,-13%[46.1 µM],6%,2%,-4%
O=S1(=O)CCC(NC(=S)N2CCCCC2)C1 (stereo not given),-0.9%,-4%,1%,4%,8%,9%,5%,7%
CCn1c(SCC(=O)Nc2nc(C)c(C)s2)nc2cccnc21,0.0%,-9%,-3%,-21%,-3%,-7%,-3%,5%
COC(=O)CN(c1ccc2c(c1)OCO2)S(C)(=O)=O,3.0%,-1%,-1%,0%,-15%[46.1 µM],-1%,0%,-1%
CCc1ccc(NS(=O)(=O)c2c(C)nc3sc(CC)nn3c2=O)cc1,3.7%,-8%,-2%,2%,nt,0%,nt,nt
Cc1cc(=O)oc2cc(OCCCC[n+]3ccccc3)ccc12,0.3%,4%,-1%,-5%,-11%,8%,14%,8%
CCOC(=O)c1cc(C#N)c(N)nc1C,-0.2%,13%,0%,0%,-2%[46.1 µM],-3%,4%,0%
CCCCC(=O)Nc1nc2ccc(C(=O)OC)cc2s1,-4.4%,-5%,-2%,7%,-7%,-15%,1%,8%
O=C1CCc2cc(S(=O)(=O)NCc3ccc(F)cc3)cc3c2N1CC3,6.5%,7%,0%,-13%,nt,10%,nt,nt
CCOc1ccc(NC2=C(Cl)C(=O)N(Cc3ccccc3)C2=O)cc1,0.9%,1%,0%,1%,-28%[46.1 µM],-8%,-23%,-8%
CCOc1ccc(CCNC(=O)c2nn(C)c3c2CSc2ccc(C)cc2-3)cc1OCC,-3.0%,8%,0%,2%,nt,-17%,nt,nt
CN(CC(=O)Nc1ccc(N2CCOCC2)cc1)CC(=O)Nc1ccccc1C#N,5.3%,10%,3%,-5%,-6%[46.1 µM],0%,-1%,2%
Brc1ccc(C2=Nc3cccc4cccc(c34)N2)o1,1.3%,0%,-5%,-5%,10%,?,6%,9%
COc1cc(-c2ccc(N=C=O)c(OC)c2)ccc1N=C=O,nt,nt,-5%[201 µM],5%[201 µM],nt,nt,-7%[21.7 µM],3%
CCOc1ccc(CCNC(=O)c2cc3sccc3n2C)cc1OCC,-0.8%,4%,-1%,4%,?,-11%,-2%,-2%
O=c1cc(-c2cccc(F)c2)[nH]c2cc(F)ccc12,-3.4%[96.6 µM],-8%[126 µM],-1%[201 µM],6%[201 µM],nt,-8%[126 µM],-8%[89.1 µM],-11%[119 µM]
CCOc1cc(N2CCOCC2)c(OCC)cc1NC(=O)c1ccccc1C,-0.1%,8%,2%,-3%,-12%,-6%,2%,5%
O=C(Cc1ccccc1)NCC(=O)OCC(=O)c1ccc([N+](=O)[O-])cc1,-0.9%,?,3%,-7%,8%,-8%,-2%,0%
CC1CCc2c(sc(NC(=O)C3c4ccccc4Oc4ccccc43)c2C(=O)OC(C)C)C1 (stereo not given),0.8%,3%,-14%,4%,nt,-4%,nt,nt
CCOC(=O)c1ccc(NC(=O)C2CCCO2)cc1 (stereo not given),-1.2%,3%,-3%,-17%,0%[46.1 µM],1%,9%,2%
CC(=O)c1cc2c(cc1NC(=O)c1c(-c3ccccc3)noc1C)OCO2,-1.1%,-6%,0%,1%,-11%[46.1 µM],-7%,4%,-7%
Cc1ccc(SCCC(=O)Nc2cccnc2)cc1,1.0%,-1%,-3%,-2%,-7%,0%,5%,7%
CC(=O)NC(=S)Nc1ccccc1N1CCN(C(=O)c2ccccc2)CC1,4.7%,-1%,2%,3%,-28%,-5%,8%,9%
O=C1CCCc2c1nn(-c1ccccc1)[n+]2[O-],-1.1%,?,2%,-6%,-2%[46.1 µM],3%,5%,-9%

# High-throughput results (PubChem BioAssay)
